# BioA inh = inhibitors of Mycobacterium tuberculosis BioA enzyme; inhibition, % at 9.99 µM; 360,000 compounds, 0.096% hits; AID 602481; purified M. tuberculosis BioA enzyme, plate reader; in the data active means inhibition above about 40%
# MazEF act = MazEF (E. coli) toxin RNase activation; P0AE70; FAM/BHQ RNA-DNA oligo cleavage fluorescence, 5 h; activation, % at 20 µM; 350,000 compounds, 0.32% hits; AID 504720; in the data active means activation above about 50%
# Target sequence (P0AE70 whole entry, looked up): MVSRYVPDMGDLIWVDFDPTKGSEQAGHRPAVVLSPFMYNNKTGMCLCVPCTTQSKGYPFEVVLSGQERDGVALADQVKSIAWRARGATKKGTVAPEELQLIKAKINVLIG
# UGM FP inh = Mtb UDP-galactopyranose mutase inhibition. purified UGM, fluorescence polarization probe displacement. inhibition, % at 10 µM. 320,000 compounds, 0.06% hits. AID 504406; in the data active means inhibition above about 10%, passing the limit was not always enough
# Target sequence (P9WIQ1 whole entry, looked up): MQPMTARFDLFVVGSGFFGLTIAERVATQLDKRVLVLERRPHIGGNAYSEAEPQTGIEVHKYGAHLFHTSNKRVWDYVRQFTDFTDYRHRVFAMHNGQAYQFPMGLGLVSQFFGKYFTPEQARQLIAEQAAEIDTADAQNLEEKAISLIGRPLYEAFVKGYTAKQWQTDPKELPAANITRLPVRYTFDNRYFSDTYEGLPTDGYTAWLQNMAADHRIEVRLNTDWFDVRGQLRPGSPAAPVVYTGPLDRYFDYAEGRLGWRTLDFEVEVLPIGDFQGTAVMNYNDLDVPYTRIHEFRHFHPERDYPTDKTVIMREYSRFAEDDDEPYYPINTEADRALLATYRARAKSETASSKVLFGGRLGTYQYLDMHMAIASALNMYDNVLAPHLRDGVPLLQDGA
# SARS 3CLpro inh = SARS-CoV 3CLpro protease inhibition; P0C6X7; recombinant SARS-CoV 3CLpro, quenched FRET peptide cleavage; inhibition, % at 6 µM; 290,000 compounds, 0.14% hits; in the data active means inhibition above about 12%
# Vc quorum ag = quorum light induction in luxS cqsA deficient V. cholerae; V. cholerae BH1578 lux reporter, luminescence, 6 h; activation, % at 18.7 µM; 350,000 compounds, 0.16% hits; AID 588436; in the data active means activation mostly above about 9.7%, no sharp cut-off; further: not every result past the cut was called active; inactives centre near 0; reference of the scale not given here
# Rv3671c protease = inhibitors of M. tuberculosis serine protease Rv3671c; P9WHR9; AID 2606; 320,000 compounds, 0.048% hits; inhibition, % at 5.96 µM; in the data active means inhibition above about 38%;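 further: extracellular domain of Rv3671c used as enzyme; 0% = enzyme with DMSO and 100% = no enzyme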
# GDH-TPI inh = inhibits GDH-TPI coupling enzymes, artifact for Mtb FBA screen. GDH-TPI coupled enzyme counterscreen, NADH absorbance. inhibition, % at 4.8 µM. 360,000 compounds, 1.2% hits. AID 588335; in the data active means inhibition above about 30%;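 further: 0% = DMSO wells and 100% = wells lacking the enzyme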
# DUSP3 inh = blocks human VHR1 dual specificity phosphatase; recombinant VHR phosphatase, pNPP absorbance; inhibition, % at 13.3 µM; 290,000 compounds, 0.52% hits; in the data active means inhibition above about 50%; further: some compounds called inactive have numbers as strong as hits
# Target sequence (P51452 whole entry, looked up): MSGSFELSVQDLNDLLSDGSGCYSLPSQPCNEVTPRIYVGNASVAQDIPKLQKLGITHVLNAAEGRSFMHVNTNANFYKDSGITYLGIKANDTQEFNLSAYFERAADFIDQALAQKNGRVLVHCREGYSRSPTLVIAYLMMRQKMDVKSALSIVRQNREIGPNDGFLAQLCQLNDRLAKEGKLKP
# SSB-PriA inh = K. pneumoniae PriA-SSBct interaction inhibition; AlphaScreen SSBct-PriA binding, biotinylated peptide; inhibition, % at 33 µM; 430,000 compounds, 0.6% hits; AID 1272365; in the data active means inhibition mostly above about 37%, no sharp cut-off; inactive means mostly below about 20%;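 further: plate controls were negative control peptide for no effect and reference peptide for full effect; strong numbers were not always called active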
# FBA Mtb inh = inhibitors of M. tuberculosis fructose-bisphosphate aldolase. purified M. tuberculosis FBA, fluorescence read-out. AID 588726. 360,000 compounds, 2.3% hits. inhibition, % at 1 µM; in the data active means inhibition above about 27%;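 further: 0% = vehicle and 100% = reference inhibitor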
# Target sequence (P9WQA3 whole entry, looked up): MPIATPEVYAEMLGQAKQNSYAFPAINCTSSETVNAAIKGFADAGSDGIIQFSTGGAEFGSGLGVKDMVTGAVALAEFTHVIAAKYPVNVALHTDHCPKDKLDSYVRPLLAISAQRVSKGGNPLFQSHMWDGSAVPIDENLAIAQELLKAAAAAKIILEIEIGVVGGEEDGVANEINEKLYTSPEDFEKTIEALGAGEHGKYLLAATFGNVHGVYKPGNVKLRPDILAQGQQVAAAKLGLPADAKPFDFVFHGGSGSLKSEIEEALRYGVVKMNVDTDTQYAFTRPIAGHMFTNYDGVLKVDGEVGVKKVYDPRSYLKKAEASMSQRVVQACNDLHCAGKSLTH
# * hit, by the source's call; i = inactive; . = not tested or not shown; & = joins results of further samples. This is a subset, so the mix of outcomes need not match the whole.
# Order of results: BioA inh, MazEF act, UGM FP inh, SARS 3CLpro inh, Vc quorum ag, Rv3671c protease, GDH-TPI inh, DUSP3 inh, SSB-PriA inh, FBA Mtb inh
- CCOC(=O)c1c(C)[nH]c(C)c1C(=O)COC(=O)c1cc(OC)c(OC)cc1OC
 : ., -9, -3.1, 1, -1.0, 7, -6, 14, 5, -3
- CCN(CC)CCn1nc2c3c(cccc3c1=O)-c1ccccc1-2
 : ., 3, -1.8, -3, -0.2, -1, 10, 17, -7, 7
- CCCCC1C(C#N)=C(C)NC2=C1C(=O)CC(C)(C)C2 (centres undefined)
 : 3.0, -7, 3.0, 3, -1.4, -1, 12, -2, -11, 57*
- CCN1C(=O)[C@H]2[C@@H](c3ccc(-c4ccc5c(c4)OCO5)c(OC)c3)N[C@@](Cc3ccccc3)(C(=O)OC)[C@H]2C1=O
 : -2.3, -10, -1.1, ., i, -3, 9, ., 4, 2
- COC(=O)CN1C(=S)N(c2ccc(OC)cc2)C(=O)C1CC(=O)Nc1ccc(F)cc1 (centres undefined)
 : ., -7, 2.5, 6, i, 3, -9, 20, -6, 1
- Fc1ccc(CSc2ccc3nnc(-c4ccccn4)n3n2)cc1
 : ., 7, 2.3, 0, i, 7, 6, 34, -17, 2
- Cc1ccccc1N1C(S)=C(C#N)C(=O)NC1c1ccco1 (centres undefined)
 : 0.7, 3, -0.5, -4, -0.4, 4, 6, 30, 0, 6
- C#CCOCCOCCOCCNc1nc(N2CCOCC2)nc(N2CCN(C(=O)CCCCCCCCCCNC(=O)[C@@H](CCC(=O)O)n3cc(CCCCCN)nn3)CC2)n1
 : 1.5, 14, 0.2, ., i, 9, 7, ., -6, 3
- CC(C)NC(=O)N1CCN(c2ccncc2S(=O)(=O)N2CCCCC2)CC1
 : -1.3, -4, -2.3, -1, i, -2, -2, 18, -15, -2
- Clc1cccc(NCc2nnc(SCc3ccc(Cl)cc3Cl)o2)c1
 : -1.3, -4, 4.4, -1, ., -15, 3, 4, -28, 2
- CCOC(=O)CC(=O)CSc1nc2c(c(-c3cccs3)c1C#N)CCC2
 : -0.4, 7, -2.5, -1, i, -20, 7, 8, -24, 2
- COC(=O)c1ccc(N)c(N=CC2=C(O)CC(C)(C)CC2=O)c1
 : -0.6, 0, ., -1, -0.4, -51, 17, 5, 33, 11
- CCCn1c(C2CC(=O)N(c3cc(OC)ccc3OC)C2)nc2ccccc21 (centres undefined)
 : 0.7, -25, -1.2, 0, -0.2, 3, 4, -6, -6, -1
- Cc1ccc(NC(=O)c2ccc(=O)n(CC(=O)Nc3ccccc3)n2)cc1
 : 0.1, 11, -2.4, 1, i, 2, 3, -5, -9, 2
- O=C(NNC(=O)c1ccc(O)cc1O)c1ccc(-c2ccccc2)cc1
 : -6.0, 6, -0.7, 0, -1.2, 0, 22, 39, 14, 5
- COc1ccc(CCNC(=O)C2CC(=O)N(c3ccc(C(C)(C)C)cc3)C2)cc1OC (centres undefined)
 : ., -7, 1.8, 4, i, 1, 0, 30, 2, 7
- CC1CCCCN1S(=O)(=O)c1ccc(C(=O)Nc2nnc(-c3ccccc3Cl)o2)cc1 (centres undefined)
 : -3.2, -6, -1.1, 3, 0.0, 2, 17, 25, -10, 4
- Cc1c(NC(=O)CSc2nc3ccccc3c(=O)n2C(C)C)c(=O)n(-c2ccccc2)n1C
 : 1.0, 3, -2.0, ., -5.7, 4, 7, ., -1, 3
- N#CC(c1ccccc1)c1ccc2c(C(F)(F)F)cc(C(F)(F)F)nc2n1 (centres undefined)
 : ., -1, -2.4, 0, 6.6, 1, 16, 2, 77*, -2
- COC(=O)c1cc(S(=O)(=O)N2CCCCC2)ccc1N1CCOCC1
 : -0.7, -8, -1.9, ., -4.2, 3, -9, ., 6, -5

# Retrieved by structure from the list above, 7 records:
# Order of results: BioA inh, MazEF act, UGM FP inh, SARS 3CLpro inh, Vc quorum ag, Rv3671c protease, GDH-TPI inh, DUSP3 inh, SSB-PriA inh, FBA Mtb inh
- CCCCC1C(C#N)=C(C)NC2=C1C(=O)CC(C)(C)C2 (centres undefined)
 : 3.0, -7, 3.0, 3, -1.4, -1, 12, -2, -11, 57*
- Cc1ccccc1N1C(S)=C(C#N)C(=O)NC1c1ccco1 (centres undefined)
 : 0.7, 3, -0.5, -4, -0.4, 4, 6, 30, 0, 6
- CCN(CC)CCn1nc2c3c(cccc3c1=O)-c1ccccc1-2
 : ., 3, -1.8, -3, -0.2, -1, 10, 17, -7, 7
- Cc1ccc(NC(=O)c2ccc(=O)n(CC(=O)Nc3ccccc3)n2)cc1
 : 0.1, 11, -2.4, 1, i, 2, 3, -5, -9, 2
- C#CCOCCOCCOCCNc1nc(N2CCOCC2)nc(N2CCN(C(=O)CCCCCCCCCCNC(=O)[C@@H](CCC(=O)O)n3cc(CCCCCN)nn3)CC2)n1
 : 1.5, 14, 0.2, ., i, 9, 7, ., -6, 3
- COC(=O)CN1C(=S)N(c2ccc(OC)cc2)C(=O)C1CC(=O)Nc1ccc(F)cc1 (centres undefined)
 : ., -7, 2.5, 6, i, 3, -9, 20, -6, 1
- COC(=O)c1cc(S(=O)(=O)N2CCCCC2)ccc1N1CCOCC1
 : -0.7, -8, -1.9, ., -4.2, 3, -9, ., 6, -5

# Additional structures.
# Order of results: BioA inh, MazEF act, UGM FP inh, SARS 3CLpro inh, Vc quorum ag, Rv3671c protease, GDH-TPI inh, DUSP3 inh, SSB-PriA inh, FBA Mtb inh
- CCOC(=O)N1CCN(C(=O)Nc2cccc3ccccc23)CC1
 : ., 9, ., 1, -0.8, -2, -5, 10, 4, 31*
- C[C@H]1CN([C@@H](C)CO)S(=O)(=O)c2ccc(Br)cc2O[C@H]1CN(C)Cc1ccc(F)cc1
 : 4.7&1.5, -2, ., ., i, ., 4, ., ., -2
- CC(C)c1ccc(-c2c(C#N)c(N)nc(SCC(=O)N3CCCCC3)c2C#N)cc1
 : -2.1, 2, 0.0, 3, -0.4, -3, 11, 24, -6, 2
- CN(C)c1ccc(NC(=O)Nc2ccc3c(c2)c(=O)n(C)n3Cc2ccccc2)cc1
 : -0.2, ., ., ., -0.2, ., 8, ., ., 2
- O=C(Cn1c(N2CCN(c3ccccc3)CC2)nc2ccccc21)c1ccccc1
 : -0.9, 3, -1.2, 0, i, 9, -7, -4, -11, 2
- CCOC(=O)Cn1c(-c2nonc2NC(=O)c2ccccc2F)nc2ccccc21
 : 0.7, -74, 4.7, -1, i, -18, 7, 21, 15, 4
- NS(=O)(=O)c1ccc(CCNC(=O)C2CCCO2)cc1 (centres undefined)
 : 1.4, -1, -0.1, 0, i, ., -2, 19, -1, 0
- CCOC(=O)C(NC(=O)c1ccccc1OCC)(Nc1ncccn1)C(F)(F)F (centres undefined)
 : 0.0, -10, 0.7, 2, -3.2, 1, 7, -3, 1, -2
- COc1ccc(CCNC(=O)c2ccc(N(C)S(=O)(=O)c3ccccc3)cc2)cc1
 : -0.8, 10, 0.3, 0, 0.7, 7, -4, 28, -2, 1
- Cc1ccccc1OCC(=O)OCC(=O)NCC1CCCCC1
 : -1.8, -1, 1.8, ., i, 0, 4, ., -8, -1
- CCN(CC(=O)Nc1c(F)cccc1F)C(=O)c1ccccn1
 : -1.6, 3, -0.1, ., i, 1, -4, ., -11, 0
- CCOP(=O)(OCC)c1nc(Cc2ccccc2)oc1NCc1ccccc1
 : ., 13, -1.3, -2, i, 9, 6, 17, 6, 0
- Cc1ccc(C(=O)NCCC(=O)NCc2ccco2)cc1
 : 0.3, 8, -2.1, -4, 0.5, 2, -6, 54*, -19, 0
- Cc1ccc(-c2csc(NC(=O)/C=C/c3cccs3)n2)cc1C
 : ., 3, -6.7, -1, -0.6, -4, 2, 38, -16, -2
- O=C(C1COc2ccccc2O1)N1CCCC1 (centres undefined)
 : 0.0, 2, -1.5, 7, -1.4, -7, -1, 32, 0, 1
- COc1ccccc1NC(=O)CSc1nnc(CC(=O)Nc2ccccc2)n1C
 : 0.6, -7, 4.2, 3, -0.3, -2, 2, 0, 9, 2
- CSc1ncc(C(=O)Nc2ccccc2)cn1
 : 1.1, -5, 0.5, 3, i, ., -3, -8, -1, 2
- O=C1c2nc3cc(-c4ccccc4)[nH]n3c(=O)c2CN1Cc1ccccc1
 : ., -5, 0.0, 8, ., 4, ., 21, 0, .
- CCOc1cc(C)c(-c2onc(C(F)(F)F)c2-c2csc(C)n2)c(O)c1
 : 0.3, 5, 1.6, 2, -0.4, -7, -2, 21, -6, -7
- O=C(CN(C(=O)c1csnn1)c1cccc2ccccc12)NC1CCCC1
 : ., 12, 0.6, 2, -0.4, 4, 4, 6, -2, 7
- O/C(=C\Sc1nnc(Cc2ccccc2)o1)c1ccc(F)cc1
 : -1.3, -5, 1.1, 1, -0.4, -5, 5, 35, 2, -1
- Cc1cccc2cc3c(NC(=O)CC(C)C)nn(C)c3nc12
 : -0.4, -2, 1.4, 7, -0.3, -2, 8, -9, -13, -2
- CCOc1c(C#N)c(C#N)c2nc(C)cc(C)n12
 : -3.0, -16, -1.5, -3, -0.8, -8, 2, 32, -13, 1
- NCCCC[C@@H]1NC(=O)c2cc([N+](=O)[O-])cc(I)c2SC[C@@H](C(N)=O)NC(=O)[C@H](Cc2ccc(O)cc2)NC1=O
 : -4.0, -2, 2.5, -2, i, -30, 26, 11, 20, 2
- CC(C)NC(=O)C1CCN(C(=O)N(C)C)CC1
 : -4.5, -3, 2.1, -2, -0.8, -10, 8, 17, -20, 3
- CC(C)CC(=O)NC(=S)N1CCN(c2ccc([N+](=O)[O-])cc2Cl)CC1
 : ., -1, -0.7, 4, i, -10, 20, -8, 15, -1
- O=C(c1ccc([N+](=O)[O-])s1)N1CCN(c2ccccn2)CC1
 : 1.8, 7, -1.1, 2, i, -2, 12, 22, -9, 1
- COc1ccc(-n2nc(C(=O)NCC(=O)N(C)Cc3ccccc3)c3ccccc3c2=O)cc1OC
 : ., 16, 0.3, -2, -0.3, 4, 5, 7, -15, 2
- CCCc1nc2c(o1)CC(CC(C)SCC)CC2=O (centres undefined)
 : 2.2, 1, 3.2, 0, 0.5, -13, -4, 18, -23, 5
- Cc1ccc(NC(=O)CN(C)C(=O)CSc2nnc(C(F)(F)F)n2C)cc1
 : ., 8, ., 0, -0.2, -1, -1, 3, -4, 4
- COc1ccc(/C=N/n2c(-c3ccco3)nc3ccccc3c2=O)cc1
 : -0.4, -4, 5.2, 1, -0.7, -1, 19, 4, ., 3
- CCC(C)/C(C)=N/NC(=O)c1cn(-c2ccccc2)nc1-c1ccccc1 (centres undefined)
 : ., -2, -2.9, 5, -0.2, -38, 2, -5, ., 5
- COc1ccc(-n2nnnc2CNC(=O)c2ccc3ccccc3c2)cc1
 : 0.4, -3, 0.6, ., -1.8, -5, -5, ., -9, 3
- CCN(CC)S(=O)(=O)c1ccc(C(=O)NCCOC(=O)c2ccc(F)cc2F)cc1
 : ., -3, 3.1, -3, -0.4, -4, 1, -5, 4, 0
- c1ccc(COc2cncc(-c3cccnc3)c2)cc1
 : 6.8, 6, -3.0, ., -1.4, -9, -4, ., 15, 1
- O=C(Nc1ccnn1C1CCN(CC2CC=CCC2)CC1)c1ccccc1 (centres undefined)
 : -0.7, -40, ., -1, -0.2, ., 8, 16, -17, 1
- Cc1cc(C(C)(C)C)ccc1OCCn1ccnc1
 : 1.6, -14, -3.0, -2, i, 5, 0, 2, 7, 3
- Cn1nc(C(F)(F)F)c(-c2ccc(Br)cc2)c1NC(=O)C1CCC1C(=O)O (centres undefined)
 : 0.2, 4, 1.6, 2, i, 5, 7, 16, 0, 1
- Cc1ccc(NC(=O)c2ccc(CNc3c(N4CCOCC4)c(=O)c3=O)cc2)cc1
 : -0.7, 4, 2.9, -2, -0.2, 6, 0, 12, -15, -1
- O=c1[nH]c2ccccc2n1C1CCN(CCCC(c2ccc(F)cc2)c2ccc(F)cc2)CC1
 : -0.3, -19, -2.9, -4, i, -3, -5, -15, 8, -2
- Nc1ccccc1NC1=CC(=O)CC(c2ccccc2)C1 (centres undefined)
 : ., ., -1.8, 3, ., 2, ., 40, ., .

# From PubChem
